human PMI inhibition: inhibitors of human PMI, primary screen, biochemical, fluorescence intensity, coupled assay (AID 1209) | purified PMI enzyme, coupled fluorescence intensity; higher % means a stronger effect | inhibition, % at 20 µM, or IC50 in µM where a hit was titrated | actives 0.42% (n = 190,000);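 further: plate controls were DMSO vehicle for no effect and wells lacking substrate for full effect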
M17LAP inhibition: P. falciparum M17LAP inhibitors, primary screen, biochemical, fluorogenic H-Leu-NHMec substrate, 1536-well (AID 1619) | recombinant M17LAP, H-Leu-NHMec fluorogenic kinetic assay; higher % means a stronger effect | inhibition, % at 30 µM; hits with a dose series show IC50 in µM | actives 0.38% (n = 220,000);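 active means compound inhibiting the enzyme by more than half at any dose during confirmatory dose-response retesting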;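 further: plate controls were full reaction with DMSO carrier for no effect and no enzyme background for full effect; strong numbers were not always called active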
TNAP activation fold: stimulation of alkaline phosphatase TNAP activity – biochemical, luminescent, no phosphate acceptor, uHTS, primary screen (AID 1001). actives 0.03% (n = 200,000). purified TNAP, luminescent activation assay, no phosphate acceptor; higher activation fold means a stronger effect. one-dose activation fold at 20 µM; EC50 in µM for titrated hits; in the data active means activation fold from about 3, or a potency from the dose series; inactive means the rest, 99 in 100 with activation fold below about 1.6; further: many of its hits are not listed in these tables
PMI inhibition: human PMI inhibitors, high substrate, primary screen, biochemical, fluorescence intensity, high mannose 6-phosphate (AID 1220). recombinant PMI enzyme, coupled fluorescence intensity; higher % means a stronger effect. one-dose inhibition, % at 20 µM; IC50 in µM for titrated hits. actives 0.66% (n = 190,000)
T cell modulator: T cell immune modulators affecting CD8 T cell-vesicle binding. 2C CD8+ T cell-vesicle binding, flow cytometry; stronger effect = lower value. calls only at 7 µM. actives 0.068% (n = 330,000). AID 2052;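 active means response, share of CD8 T cells binding vesicles, and their 90th percentile fluorescence all below set limits, cut at about 80% in these data, passing the limit was not always enough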
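Assay system: 2C TCR transgenic mouse naive CD8+ T cells, MACS-purified | Read-out: CD8+ gate FL2 mean fluorescence as % of same-row positive control | Signal: High-throughput flow cytometry with anti-B7-1 and anti-CD8 staining | Timing: Binding step 1.5 h, 37 °C, antibody labelling 20 min, ice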
P. falciparum M1AAP: P. falciparum M1AAP inhibitors, biochemical, fluorogenic H-Leu-NHMec substrate, 1536-well (AID 1445) | actives 0.42% (n = 220,000) | inhibition, % at 30 µM, or IC50 in µM where a hit was titrated | recombinant M1AAP, H-Leu-NHMec fluorogenic kinetic assay; higher % means a stronger effect;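 active means primary inhibition above the hit cutoff, then over 50% inhibition at one or more dose response concentrations, cut at about 23% in these data, passing the limit was not always enough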;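 further: plate controls were DMSO full reaction for no effect and no enzyme background for full effect; strong numbers were not always called active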
West Nile antiviral: West Nile virus antiviral activity, cell-based, CPE readout (AID 1621); West Nile virus-infected cells, CPE inhibition; higher % means a stronger effect; CPE inhibition, % at 10 µM, or IC50 in µM where a hit was titrated; actives 0.02% (n = 290,000); in the data active means a potency from the dose series; further: strong numbers were not always called active
RSV antiviral HEp-2: RSV antiviral activity via CPE protection, HEp-2 cells, primary 10 µM value included (AID 2391). actives 0.13% (n = 310,000). one-dose CPE inhibition, % at 10 µM; IC50 in µM for titrated hits. HEp-2 cells, RSV-induced CPE inhibition; higher % means a stronger effect; in the data active means a potency from the dose series; further: strong numbers were not always called active
K1F lysis inhibition: protection from phage-mediated lysis, alamar blue read-out – E. coli UTI89, K1F phage, bacterial capsule biogenesis inhibitors (AID 488966) | actives 0.02% (n = 340,000) | inhibition, % at 100 µM, or IC50 in µM where a hit was titrated | E. coli UTI89 K1F phage lysis, alamar blue, 2 h; higher % means a stronger effect;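 active means phage lysis inhibition, versus mean bacterial control, above a set limit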;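 further: capsule biogenesis inhibitors block K1F phage lysis so surviving cells raise fluorescence; higher fluorescence means more inhibition of phage lysis; actives were called in the ten point dose series up to 300 µM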
T cell modulator vesicle-bound %: also measured in T cell modulator; calls as there; double positive events, %; measured here: CD8+ vesicle-bound cell fraction;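 binding gate set so that unloaded-vesicle control wells show 10% double positive cells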
Active calls of the source: *; i = inactive; / = no result given; + = active, no number; [ ] = remark or other dose. Unless noted, no stated cut-off is given here; in the data, active means inhibition above about 50%; inactive means the rest. Compounds were not picked by outcome; about 1.5% have a hit in one of these screens.

SMILES	human PMI inhibition	M17LAP inhibition	TNAP activation fold	PMI inhibition	T cell modulator	T cell modulator vesicle-bound %	P. falciparum M1AAP	West Nile antiviral	RSV antiviral HEp-2	K1F lysis inhibition
Cn1cc(S(=O)(=O)CC(=O)N2CCCc3ccccc32)c2ccccc21	0.1%	9.5%	1	6.6%	i	43.4	2.6%	-0.1%	2.3%	-0.3%
NC(=S)NC(=O)/C=C/c1ccccc1	-5.9%	2.7%	1	4.9%	i	28.4	9.8%	-0.2%	-1.1%	0.1%
CCN(CC)C1CC(=O)N(c2cccc(Cl)c2)C1=O (stereo not drawn)	/	/	/	/	i	7.4	/	-0.2%	1.4%	0.8%
O=C(C(Cc1ccccc1)n1cccc1)N1CCN(Cc2ccccc2)CC1 (stereo not drawn)	7.6%	9.8%	1.1	1.3%	i	14.0	19.9%	-0.1%	-1.2%	-1.6%
CC1CCCN(S(=O)(=O)c2ccc3oc(=O)ccc3c2)C1 (stereo not drawn)	/	/	/	/	i	5.3	/	-0.4%	1.4%	0.0%[50 µM]
COc1ccc(C(=O)N2CCC(=O)N(C(CO)Cc3ccccc3)CC2)cc1 (stereo not drawn)	-3.5%	4.5%	1.1	-8.4%	i	20.7	-2.3%	0.1%	0.2%	0.1%
CCOC(=O)C1=C(c2ccccc2)N=c2s/c(=C\c3cc(OC)c(OC)c(OC)c3)c(=O)n2C1c1cccs1 (stereo not drawn)	3.5%	-8.0%	1	3.0%	i	52.7	7.3%	0.8%	0.6%	1.3%
COC(=O)CNC(=O)CN1C(=O)N(c2ccccc2)C(N(O)C(=O)Nc2ccccc2)C1(C)C (stereo not drawn)	-7.9%	6.7%	1.1	-8.1%	i	28.3	-0.8%	0.0%	0.7%	1.2%
CC(NC(=O)c1cc2ccccc2oc1=O)c1ccc(O)cc1 (stereo not drawn)	/	/	/	/	i	52.0	/	-1.1%	1.1%	-0.1%
CC1(C)CCN(Cc2ccccc2)C1CC#N (stereo not drawn)	-4.3%	0.3%	1.1	8.0%	i	13.6	6.0%	0.3%	0.3%	5.0%
CCOc1ccc(-n2c(SCC(=O)Nc3nccs3)nnc2-c2ccoc2C)cc1	/	17.2%	/	/	i	28.2	5.4%	-0.3%	2.5%	0.1%
O=C(Cc1ccc(Br)cc1)N1CCOCC1	/	/	/	/	i	55.7	/	0.1%	-0.5%	0.9%
O=C(CN1CCOCC1)Nc1scc2c1c(=O)oc1ccccc12	/	15.8%	/	/	i	53.5	8.4%	0.5%	/	/
CC(=O)Nc1cc(C(=O)O)ccc1S(=O)(=O)c1ccc(C)cc1	-9.8%	-9.3%	1.2	-10.8%	i	22.0	1.5%	-0.3%	0.7%	1.7%
CC(C)(C)[C@@H]1CCC(=O)N(CC[C@H](N=[N+]=[N-])c2ccccc2)CC1	/	/	/	/	i	10.3	/	-1.4%	-0.9%	0.1%
O=C(CSc1nc2ccccc2c(=O)n1CCCN1CCOCC1)Nc1ccc2c(c1)OCO2	6.2%	-0.5%	1.1	-3.3%	i	53.6	2.2%	-0.7%	0.0%	0.2%
CCCSc1nc(C)c2cc(C)cc(C)c2n1	14.4%	10.7%	1.1	5.6%	i	14.9	-6.5%	0.3%	0.2%	0.2%
CCC(=O)Nc1nnc(-c2ccco2)o1	-6.8%	-3.3%	1.2	-7.4%	i	27.4	11.9%	0.8%	-0.4%	0.2%
COc1ccc2c(c1)CCc1c(C(=O)NCc3ccc(Cl)cc3)noc1-2	4.0%	-5.3%	1.1	0.1%	i	41.9	6.7%	-0.6%	1.0%	0.6%
O=C(COC(=O)CCCN1C(=O)c2cccc3cccc(c23)C1=O)Nc1cccc(C(F)(F)F)c1	8.7%	10.6%	1	3.2%	i	2.3	2.9%	-0.4%	2.1%	0.3%
CCOc1ccccc1NC(=O)COC(=O)C1CC1	-2.1%	3.7%	1.1	0.2%	i	44.1	1.4%	-0.4%	-0.6%	2.2%
CN(C)S(=O)(=O)n1cc(/C=C(\NC(=O)c2ccccc2F)C(=O)N2CCCC2)c2ccccc21	/	/	/	/	i	19.3	/	0.2%	2.9%	0.1%
CN(C)S(=O)(=O)c1ccc(C(=O)Nc2ccc(CN3CCCC3)cc2)cc1	-0.2%	-5.3%	1	-0.7%	i	59.1	0.6%	0.2%	-2.0%	-0.8%
COc1ccc(-c2nc(-c3cccc([N+](=O)[O-])c3O)cc(=O)o2)cc1OC	-2.5%	-6.7%	1	4.5%	i	39.7	-0.4%	-0.2%	1.4%	5.0%
CCOc1ccc(NC(=O)C2CCN(S(C)(=O)=O)CC2)cc1	/	/	/	/	i	46.3	/	-0.6%	1.6%	0.2%
SMILES	human PMI inhibition	M17LAP inhibition	TNAP activation fold	PMI inhibition	T cell modulator	T cell modulator vesicle-bound %	P. falciparum M1AAP	West Nile antiviral	RSV antiviral HEp-2	K1F lysis inhibition
O=C1C(Cl)=C(N2CCOCC2)C(=O)N1c1cccc(Cl)c1	-7.6%	8.0%	1.1	-5.5%	i	46.3	6.5%	1.3%	2.0%	-0.5%
CCC(C)n1[nH]c(=O)c2c(C)cc(C)nc21 (stereo not drawn)	5.0%	7.0%	1.1	2.9%	i	46.0	10.3%	0.2%	1.6%	1.9%
Cc1cc(C(=O)CN2C(=O)NC3(CCCc4ccccc43)C2=O)c(C)n1Cc1ccccc1 (stereo not drawn)	16.1%	7.6%	1	13.2%	i	19.6	3.7%	-0.2%	0.3%	0.7%
COc1ccc(C(=O)C2CCCN(C(=O)c3c4c(nn3C)CCCC4)C2)cc1F (stereo not drawn)	6.2%	-10.3%	1	3.7%	i	38.6	4.2%	-0.9%	-1.4%	0.1%
CN1C(=O)C2(N=c3ccccc3=N2)c2ccccc21	-1.3%	-4.7%	1	-0.2%	i	38.9	6.4%	0.4%	6.4%	0.7%
O=C(CSc1nnnn1-c1ccc2c(c1)OCCO2)Nc1nc2c(s1)CCCC2	2.8%	6.7%	1.1	7.6%	i	36.0	-5.2%	-0.4%	7.7%	5.2%
Cc1cc(C)c(CN2CCC(n3nccc3NC(=O)c3ccccc3Cl)CC2)cc1C	/	/	/	/	i	37.9	/	-1.0%	1.3%	-0.1%
COc1cc2c(cc1OC)CN(CC(=O)Nc1ccc(F)cc1)C(C(=O)O)C2 (stereo not drawn)	/	/	/	/	i	51.0	/	-0.1%	-1.7%	0.2%
NS(=O)(=O)c1ccc(NC(=O)COC(=O)/C(=C/c2cccs2)c2cccs2)cc1	8.4%	-2.2%	0.9	14.4%	i	27.0	3.0%	-0.2%	17.3%	0.1%
O=c1[nH]c(/C=C\c2ccccc2F)nc(O)c1[N+](=O)[O-]	/	/	/	/	i	55.4	/	-0.9%	0.3%	0.3%
O=C1C(=C2SCCCS2)CC/C1=C\c1ccc(F)cc1	-2.4%	-9.5%	1	4.2%	i	50.0	-1.1%	0.3%	5.8%	0.8%
CCOc1ccc(C2CC(c3ccccc3C)n3nc(N)nc3N2)cc1 (stereo not drawn)	5.9%	-18.0%	1.1	3.8%	+	4.0*	-4.9%	-0.6%	0.6%	0.0%
COc1ccccc1N1CCN(C2=NS(=O)(=O)c3ccccc32)CC1	1.3%	-0.1%	1.1	4.6%	i	36.7	-4.6%	0.4%	1.2%	0.3%
CN(Cc1ccco1)S(=O)(=O)c1ccc(CN2C(=O)c3cccnc3C2=O)s1	/	/	/	/	i	31.0	/	0.3%	1.2%	0.2%
C/C(Cl)=C\Cn1c(Nc2cccc(C)c2)nc2c1c(=O)n(C)c(=O)n2C	-2.7%	-7.4%	1.1	-3.9%	i	66.1	8.6%	1.8%	0.0%	0.0%
Cc1ccc(CN2CCc3[nH]c(=S)[nH]c(=O)c3C2)cc1	/	/	/	/	i	10.4	/	0.4%	1.6%	-0.2%
Cn1c(COc2ccc(Cl)cc2)nc2ccccc2c1=O	-8.9%	-6.9%	1	-4.5%	i	31.3	10.2%	-0.8%	3.8%	-0.2%
CCOc1ccc(N2C(=O)CC(N(Cc3ccco3)C(=O)CCC(=O)O)C2=O)cc1 (stereo not drawn)	/	-24.6%	1.1	/	i	42.3	-8.3%	0.1%	0.4%	0.4%
Cc1cccc(N(CC(=O)N2CCc3ccccc3C2)S(C)(=O)=O)c1C	/	/	/	/	i	51.0	/	-0.1%	3.3%	-1.3%
COc1cc2[nH]c(=S)nc(NCc3ccc(C)cc3)c2cc1OC	/	/	/	/	i	57.5	/	-0.8%	1.2%	0.2%
O=[N+]([O-])c1ccc(-c2cn(-c3ccccc3)c(=S)[nH]2)cc1	-1.9%	-4.5%	0.9	-10.5%	i	6.3	18.3%	-0.2%	2.1%	0.2%
COc1ccccc1Nc1ccncc1[N+](=O)[O-]	/	6.4%	1	/	i	59.6	5.3%	-0.1%	1.1%	0.2%
CNC(=O)c1ccc(CNC(=O)OCc2ccccc2)cc1	-3.5%	0.8%	1.2	-4.9%	i	46.7	12.1%	-0.2%	3.5%	0.2%
O=C(Cc1ccccc1)Nc1ccccc1C(=O)Nc1ccccc1	11.4%	-2.7%	1	3.1%	i	16.8	4.3%	-0.7%	1.6%	0.4%[50 µM]
O=C(Nc1ccccc1)OC1CC2CC1C1CCCC21 (stereo not drawn)	20.8%	-4.3%	1	6.8%	i	54.5	-0.1%	-0.5%	19.1%	0.1%
SMILES	human PMI inhibition	M17LAP inhibition	TNAP activation fold	PMI inhibition	T cell modulator	T cell modulator vesicle-bound %	P. falciparum M1AAP	West Nile antiviral	RSV antiviral HEp-2	K1F lysis inhibition
CC1(C)CC2CC(C)(CN2C(=O)c2cc(-c3ccccc3)on2)C1 (stereo not drawn)	/	/	/	/	i	15.6	/	-1.1%	6.3%	0.3%
COc1ccc(C2CC(C(F)(F)F)n3nc(C(=O)Nc4ccc5c(c4)OCO5)cc3N2)cc1 (stereo not drawn)	-0.3%	4.5%	1.1	-0.5%	i	59.3	-2.3%	-0.3%	-1.9%	-0.1%
O=C(NNC(=O)c1ccncc1)c1ccncc1	-14.7%	9.9%	1	-13.0%	i	26.3	3.1%	0.5%	1.0%	-0.1%
Cc1ccc(OCCNC(=O)c2ccco2)cc1C	12.1%	-5.9%	1.1	8.0%	i	33.5	2.1%	0.3%	2.5%	1.3%
CCS(=O)(=O)N1Cc2ccccc2CC1C(=O)OCC(=O)Nc1ccc(SC(F)F)cc1 (stereo not drawn)	6.6%	-6.6%	1.2	14.2%	i	24.5	-9.8%	1.2%	2.1%	-0.1%
COc1cc(OC)c(OC)cc1/C=N/NC(=O)c1cnccn1	10.8%	15.0%	1.2	22.2%	i	65.9	9.3%	0.2%	-1.1%	0.5%
COc1ccc(C2=NN(CCC(=O)NCC3CCCO3)C(=O)CC2)cc1 (stereo not drawn)	/	/	/	/	i	39.2	/	0.3%	2.3%	-0.2%

Compound activity (PubChem)
